Source: PubChem (National Center for Advancing Translational Sciences (NCATS))
PLK1 PBD inh – inhibitors of human PLK1 polo-box domain binding; AID 720504; Plk1 PBD binding of FITC phosphopeptide, fluorescence polarization; P53350; 360,000 compounds, 2.8% hits; Potency, µM, for inactives: max response, negative = inhibition, actives largely listed as inhibitors; further: potency means the concentration at half of the fitted maximal effect; series mostly up to about 57 µM; on the % scale 0 is the no-effect control and ±100 the full control effect; nearly all actives have a fitted effect of over 65% in size
Target sequence (P53350 whole entry, looked up, the tested form may be a part): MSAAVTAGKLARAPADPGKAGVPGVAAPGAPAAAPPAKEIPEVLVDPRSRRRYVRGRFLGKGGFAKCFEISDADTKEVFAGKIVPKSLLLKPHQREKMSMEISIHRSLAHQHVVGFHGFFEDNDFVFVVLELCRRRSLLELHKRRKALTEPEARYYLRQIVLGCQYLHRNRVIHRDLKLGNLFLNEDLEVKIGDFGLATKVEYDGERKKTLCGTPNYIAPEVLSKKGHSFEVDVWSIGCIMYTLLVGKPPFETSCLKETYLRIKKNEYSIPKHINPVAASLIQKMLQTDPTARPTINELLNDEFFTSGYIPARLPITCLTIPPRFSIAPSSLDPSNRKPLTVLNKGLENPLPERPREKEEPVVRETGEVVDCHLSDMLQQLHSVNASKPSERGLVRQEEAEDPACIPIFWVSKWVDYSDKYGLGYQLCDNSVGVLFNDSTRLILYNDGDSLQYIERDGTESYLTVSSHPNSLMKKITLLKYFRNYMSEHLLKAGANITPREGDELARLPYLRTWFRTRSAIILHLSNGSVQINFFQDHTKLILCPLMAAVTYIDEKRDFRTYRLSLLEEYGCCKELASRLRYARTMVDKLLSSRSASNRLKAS
HEK293 tox – cytotoxicity in counter-screen for GLP-1R inverse agonists; HEK293 cAMP-luciferase reporter cells, luminescence, 24 h; Potency, µM (doses to about 38.3 µM), inactives show top-dose activity change, negative = inhibition, hits mostly inhibitors; 410,000 compounds, 0.13% hits; AID 624418;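 further: loss of luciferase light is scored as toxicity; potency means the concentration at half of the fitted maximal effect; on the % scale 0 is the no-effect control and ±100 the full control effect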
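A 23 nL compound transfer followed 12 hours of cell culture at 37 deg C; exposure then lasted 24 hr. Luciferase assay detection reagent was dispensed and plates read for luminescence after a 12 min room-temperature wait.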
D3 antag – antagonists of human D3 dopamine receptor; P35462; D3R cells, DiscoveRx beta-arrestin luminescence, antagonist mode; stronger effect = lower value; max response, negative = inhibition, %; 360,000 compounds, 2.5% hits; AID 652054; in the data active means max response below about -50%; inconclusive means no clear call, values can overlap the other calls; further: on the % scale 0 is the no-effect control and ±100 the full control effect; mostly tested at two doses, the higher about 12 µM
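Cells expressing the human receptor were seeded at 1500 cells/well, incubated overnight at 37 degrees C in 5% CO2, then exposed to library compounds with dopamine controls for 90 minutes at 37 degrees C before luminescent detection.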
GLP-1R inv ag – acts as inverse agonist at human GLP-1 receptor; HEK293 GLP-1R CRE-luciferase, luminescence, 24 h; GLP-1R form is constitutively active; 410,000 compounds, 1.6% hits; P43220; Potency, µM (doses to about 38.3 µM), for inactives: top-dose activity change, negative = inhibition, usual class: inhibitors; further: potency means the concentration at half of the fitted maximal effect; on the % scale 0 is the no-effect control and ±100 the full control effect; nearly all actives have a fitted effect of over 55% in size
Target sequence (P43220 whole entry, looked up): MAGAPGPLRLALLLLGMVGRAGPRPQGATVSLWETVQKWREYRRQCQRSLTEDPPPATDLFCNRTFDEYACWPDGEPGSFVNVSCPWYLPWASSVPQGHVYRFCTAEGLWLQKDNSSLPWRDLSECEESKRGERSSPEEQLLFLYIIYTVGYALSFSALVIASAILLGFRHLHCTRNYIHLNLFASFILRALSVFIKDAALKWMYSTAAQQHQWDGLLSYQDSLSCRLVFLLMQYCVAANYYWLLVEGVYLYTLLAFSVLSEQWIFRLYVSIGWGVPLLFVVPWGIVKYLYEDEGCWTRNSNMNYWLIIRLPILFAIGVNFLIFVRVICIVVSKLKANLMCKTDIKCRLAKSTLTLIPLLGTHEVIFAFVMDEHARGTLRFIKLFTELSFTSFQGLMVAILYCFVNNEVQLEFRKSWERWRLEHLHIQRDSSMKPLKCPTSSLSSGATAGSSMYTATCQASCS
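qHTS in 1536-well format: reporter HEK293 cells expressing constitutive GLP-1R activity in DMEM + 10% Nu serum, 24 hr with compounds at 37 deg C, luminescence read after 12 min with detection reagent.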
WRN helicase inh – inhibitors of human WRN helicase. AID 651768. 360,000 compounds, 0.46% hits. Q14191. Potency, µM (titrated, usually from 114 µM), without a hit: at the highest dose activity change, negative = inhibition, hits mostly inhibitors. WRN helicase unwinding, fluorescent forked duplex, kinetic; further: potency means the concentration at half of the fitted maximal effect; on the % scale 0 is the no-effect control and ±100 the full control effect; nearly all actives have a fitted effect of over 55% in size
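Fluorescence dequenching readout, ex 525 nm/em 598 nm, kinetic mode: forked duplex DNA (100 nM final) with adjacent fluorophore and quencher unwound by WRN (20 nM final) with 2 mM ATP. Compound preincubation 15 min, room temperature.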
IL2 activator – IL-2 activation | IL-2 activation reporter assay, cell-based qHTS; stimulated with anti-CD3/CD4/CD28 beads; in transgenic mouse T cells | AID 652025 | 360,000 compounds, 0.065% hits | activation, % (series mostly up to about 46 µM); in the data active means activation above about 50%; inconclusive means mostly about 30% to 49%; further: 0% is about no effect
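First, unstimulated transgenic mouse T cells were exposed to compound for 60 min. Next, anti-CD3/anti-CD4-coated beads with anti-CD28 were added. Finally, after 18 h at 37 degrees C, EGFP and DsRed were imaged.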
D3 ag – D3 dopamine receptor (human) agonism; P35462; AID 652048; max activation, %; D3R DiscoveRx beta-arrestin cells, luminescence, 90 min; 410,000 compounds, 0.58% hits; in the data active means max activation above about 30%; further: 0% is about no effect; mostly tested at two doses, the higher about 12 µM
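Cells at 1500/well, incubated overnight, then treated with pinned compounds (dopamine as control) for 90 min at 37 degrees C. DiscoveRx reagent added for 30 - 60 minutes at room temperature; luminescence read.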
PI5P4K alpha inh – inhibitors of human PI5P4K alpha; P48426; PI5P4Kalpha enzyme, ADP-Glo luminescence, 60 min; stronger effect = lower value; max response, %; 330,000 compounds, 1.2% hits; AID 652105; active means max response of -50% or lower; inconclusive means between -30% and -50%; inactive means -30% or higher; further: value at the top dose of about 77 µM; on the % scale 0 is the no-effect control and ±100 the full control effect
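Luminescence from ADP-Glo served as readout of PI5P4Kalpha activity in a qHTS format. Reaction: enzyme, substrate, compound, ATP at 5 microM final, 60 min at RT.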
GLP-1R agonist – activates the human GLP-1 receptor. 380,000 compounds, 0.007% hits. HEK293 GLP-1R CRE-luciferase, luminescence, 4-6 h; cells express a hypersensitive GLP-1R form. P43220. Potency, µM (doses to about 45.6 µM), for the others: at the top dose activation, usual class: activators; further: potency means the concentration at half of the fitted maximal effect; % of control where 0% means no effect
An asterisk follows results filed as active; u = inconclusive; x = not tested or not shown; & = joins results of further samples; [ ] = remark or other dose. Unless noted, the call rests on the fitted dose curve; in most records, active means well fitted curve in the direction sought with a large enough effect; inconclusive means small, poorly fitted or top-dose-only effect, or another doubt; inactive means no such curve, though single readings can be large; an effect the other way counts as inactive or inconclusive. Outcome played no part in choosing rows. About 7.8% of those tested had a hit in this group.

Short keys – A = PLK1 PBD inh; B = HEK293 tox; C = D3 antag; D = GLP-1R inv ag; E = WRN helicase inh; F = IL2 activator; G = D3 ag; H = PI5P4K alpha inh; I = GLP-1R agonist
Cc1ccc(C(=O)Nc2ccccc2Sc2ccccc2)cc1
  A: -16%; B: 4%; C: u; D: 9%; E: 3%; F: -6.2; G: -7; H: -7; I: 6%
CCc1cccc2c(C(=O)COC(=O)c3cccc(S(=O)(=O)N(C)C4CCCCC4)c3)c[nH]c12
  A: 4%; B: -18%; C: 16; D: 16%; E: -7%; F: -0.5; G: -1; H: -68*; I: -7%
Cc1c(C(=O)Nc2ccc3c(c2)OCCO3)sc2nc(-c3ccccc3)cn12
  A: -4%; B: u; C: 19; D: u; E: -13%; F: -0.7; G: -1; H: x; I: -9%
COC(=O)c1ccc2nc(-c3ccco3)c(Cc3cccc(Cl)c3)n2c1
  A: -29%; B: -5%; C: 10; D: -14%; E: -10%; F: 1.9; G: -9; H: -8; I: 17%
O=C(N=C1SC2CS(=O)(=O)CC2N1c1ccccc1)c1cccc([N+](=O)[O-])c1 (configuration not stated)
  A: -9%; B: -4%; C: -1; D: 13%; E: 4%; F: 0.8; G: 7; H: 1; I: 8%
COc1ccc(CNC[C@H]2O[C@@H](n3ccc(=O)[nH]c3=O)[C@H](O)[C@@H]2O)cc1OC
  A: -14%; B: 2%; C: -59*; D: 18%; E: -2%; F: 0.0; G: -6; H: 4; I: 0%
Cc1ccc(C)c(S(=O)(=O)N2CCN(CC(=O)NC(=O)NCc3ccco3)CC2)c1
  A: u; B: 14%; C: -14; D: -21%; E: 4%; F: 1.1; G: 2; H: u; I: 9%
CN(CCCC1CCCC1)C(=O)CCc1nnc(-c2ccccc2)o1
  A: -12%; B: -11%; C: -4; D: u; E: -4%; F: -0.6; G: 1; H: -7; I: 19%
Nc1nc(CN2CCN(c3ccc(F)cc3)CC2)nc(N2CCCc3ccccc32)n1
  A: -4%; B: 5%; C: -18; D: 0%; E: -4%; F: -2.3; G: 15; H: x; I: -5%
Cc1ccc(OCCCCn2ccnc2)c([N+](=O)[O-])c1
  A: -15%; B: -9%; C: -20; D: 5%; E: 5%; F: -3.3; G: -2; H: 3; I: 4%
CN(CC(=O)NC(=O)NCc1ccccc1)Cc1ccc(Cl)cc1
  A: -19%; B: -2%; C: -9; D: u; E: 3%; F: -4.6; G: -24; H: -5; I: 8%
COCCn1c(=O)[nH]c2cc(C(=O)NCCN3CCN(c4ccc(OC)cc4)CC3)ccc2c1=O
  A: -4%; B: -8%; C: 3; D: -12%; E: -4%; F: 0.2; G: 3; H: 4; I: -5%
COc1cc(/C=C2\CCC/C(=C\c3ccc(O)c(OC)c3)C2=O)ccc1O
  A: -10%; B: 8.9µM*; C: 13; D: u; E: -16%; F: -0.4; G: -7; H: -8; I: -4%&2%
CCN(CC(=O)Nc1ccc(OC)c(OC)c1)S(=O)(=O)c1ccc(C)cc1
  A: -7%; B: 26%; C: 17; D: 16%; E: 5%; F: 0.2; G: -10; H: 6; I: 4%
COc1ccc(Cl)cc1NC(=O)C(C)OC(=O)C1=NNC(=O)CC1 (configuration not stated)
  A: -10%; B: -10%; C: 1; D: 1%; E: -12%; F: -0.1; G: -1; H: 0; I: -3%

Entries of single compounds from above. Order of values: PLK1 PBD inh	HEK293 tox	D3 antag	GLP-1R inv ag	WRN helicase inh	IL2 activator	D3 ag	PI5P4K alpha inh	GLP-1R agonist
`COc1cc(/C=C2\CCC/C(=C\c3ccc(O)c(OC)c3)C2=O)ccc1O` is entered as -10%	8.9µM*	13	u	-16%	-0.4	-7	-8	-4%&2%
`Cc1ccc(C(=O)Nc2ccccc2Sc2ccccc2)cc1` is entered as -16%	4%	u	9%	3%	-6.2	-7	-7	6%

Next section
Short keys – A = PLK1 PBD inh; B = HEK293 tox; C = D3 antag; D = GLP-1R inv ag; E = WRN helicase inh; F = IL2 activator; G = D3 ag; H = PI5P4K alpha inh; I = GLP-1R agonist
O=C(O)CCC(=O)N1CCN(c2nc3ccccc3s2)CC1
  A: 1%; B: -7%; C: -15; D: 2%; E: -2%; F: -0.1; G: 4; H: 4; I: 4%
COc1ccc(C2C(C#N)=C(N)N(Nc3ccccc3)C3=C2C(=O)CC(C)(C)C3)cc1C (configuration not stated)
  A: -3%; B: 162%[activator]; C: u; D: u; E: -8%; F: -0.3; G: -1; H: 18; I: -12%
COCCCn1c(=O)c2sccc2n2c(CCCC(=O)NCc3ccccc3OC)nnc12
  A: -13%; B: 1%; C: -5; D: 26%; E: 6%; F: -3.0; G: 1; H: -3; I: -1%
CCOc1ccccc1N=Nc1c(C)[nH]n(-c2ccccc2)c1=O
  A: -4%; B: 5%; C: 0; D: 6%; E: 11%; F: 0.2; G: 0; H: 3; I: -2%
CC(=O)c1cc(C#N)c(Oc2ccccc2)nc1C
  A: -13%; B: -1%; C: 0; D: -1%; E: -16%; F: -5.8; G: -6; H: 0; I: 2%
Cc1cc(O)ccc1Nc1nc2ccccc2nc1Nc1ccc(O)cc1C
  A: u; B: 5%; C: -24; D: 0%; E: -17%; F: -2.1; G: 2; H: u; I: 2%
C=CCNc1ncnc2c1ncn2[C@H]1CN(Cc2ccc(-c3ccccc3)cc2)C[C@@H](CO)O1
  A: 8%; B: -6%; C: 16; D: u; E: 2%; F: -0.3; G: 9; H: 16; I: 10%
CC(C)C[C@H](NC(=O)c1[nH]cnc1C(=O)Nc1ccc(Cl)cc1)C(=O)OC(C)(C)C
  A: -12%; B: 2%; C: 0; D: 2%; E: -4%; F: -0.7; G: -36; H: 33; I: -2%
O=C(COc1ncnc2sccc12)NC1CCS(=O)(=O)C1 (configuration not stated)
  A: 3%; B: -5%; C: 3; D: 4%; E: -15%; F: 3.1; G: -7; H: -3; I: -1%
Cc1ccc(C(=O)Nc2ccccc2N2CCOCC2)cc1S(=O)(=O)N1CCOCC1
  A: -5%; B: 2%; C: 1; D: 2%; E: 1%; F: 0.0; G: 2; H: -6; I: 22%
Cc1ccc(/C=C/S(=O)(=O)NCC(=O)O)cc1
  A: -3%; B: 0%; C: -4; D: 1%; E: -4%; F: -0.4; G: 1; H: 12; I: -2%
O=C(Nc1ccc(F)cc1)C(c1ccccc1)N1CCN(S(=O)(=O)c2ccccc2)CC1 (configuration not stated)
  A: -14%; B: -7%; C: -9; D: u; E: 5%; F: 0.6; G: -15; H: -3; I: -13%
Cc1nn(C2CCS(=O)(=O)C2)c(C)c1CN(C)C(=O)c1ccc(F)cc1 (configuration not stated)
  A: -11%; B: 4%; C: -22; D: -2%; E: 6%; F: -3.6; G: 0; H: 0; I: 7%
COc1ccc(CCNC(=O)c2ccc3c(c2)OCCO3)cc1
  A: -16%; B: -14%; C: -15; D: -8%; E: 12%; F: 1.5; G: -10; H: 1; I: 9%
Cc1ccc(C)c(N2N=C(C(=O)Nc3ccc(S(=O)(=O)N4CCCC4)cc3)CCC2=O)c1
  A: 1%; B: -21%; C: 3; D: -23%; E: -2%; F: -0.8; G: -12; H: 1; I: -1%

Next section
Short keys – A = PLK1 PBD inh; B = HEK293 tox; C = D3 antag; D = GLP-1R inv ag; E = WRN helicase inh; F = IL2 activator; G = D3 ag; H = PI5P4K alpha inh; I = GLP-1R agonist
O=C(COC(=O)C1CCN(S(=O)(=O)c2cccs2)CC1)c1cc2ccccc2o1
  A: -1%; B: 6%; C: -10; D: -32%; E: -18%; F: 2.6; G: 0; H: 2; I: 1%
CC(CN1CCCC1)OC(=O)c1ccc(Cl)cc1Cl (configuration not stated)
  A: 2%; B: -6%; C: -80*; D: 20%; E: 4%; F: -0.8; G: -20; H: 7; I: -6%
Brc1ccc(C[n+]2ccccc2)cc1
  A: 2%; B: -10%; C: -4; D: 22%; E: 0%; F: -4.1; G: -6; H: 5; I: 7%
CCOc1ccc(OCC)c(NC(=O)C2CCCN(S(=O)(=O)c3c(C)noc3C)C2)c1 (configuration not stated)
  A: 1%; B: -13%; C: 2; D: 2%; E: 1%; F: 0.7; G: 2; H: 0; I: -8%
CCC(C)C(NC(=O)OC(C)(C)C)C(=O)NC(C(=O)N1CCCC1C(N)=O)C(C)CC (configuration not stated)
  A: -6%; B: -17%; C: 43; D: -14%; E: 1%; F: -0.2; G: 3; H: 11; I: 0%
CCCN(CCC)CCNC(=O)C1CCCN(S(=O)(=O)c2ccc3c(c2)oc(=O)n3C)C1 (configuration not stated)
  A: -5%; B: 1%; C: -18; D: -4%; E: 0%; F: 0.9; G: 46*; H: x; I: 7%
CC(C)(C)c1ccc2c(c1)OC(C(=O)N/N=C\c1ccc[nH]1)CO2 (configuration not stated)
  A: -4%; B: -15%; C: 11; D: u; E: -8%; F: -3.0; G: 13; H: 5; I: 1%
CCCOc1ccc(N2C(=O)CC(N3CCN(C(=O)c4ccco4)CC3)C2=O)cc1 (configuration not stated)
  A: -1%; B: -7%; C: -24; D: 2%; E: -1%; F: 0.5; G: 1; H: x; I: -3%
Cc1c(C(=O)N(C)c2ccc(Cl)cc2)cnn1-c1ccccc1
  A: -16%; B: -2%; C: -8; D: u; E: 8%; F: -2.5; G: -6; H: 0; I: -2%
COc1ccc(C(=O)Nn2cnc3scc(-c4cccs4)c3c2=O)c(O)c1
  A: u; B: -5%; C: -7; D: u; E: -19%; F: 1.4; G: 1; H: -1; I: -26%
O=C(NOCc1ccccc1)c1ccccc1
  A: -9%; B: 0%; C: -7; D: u; E: -1%; F: -4.2; G: 15; H: -2; I: 2%
COc1cccc2sc(N3CCN(c4nc5ccccc5s4)CC3)nc12
  A: -1%; B: -7%; C: 41; D: 14%; E: -12%; F: -1.2; G: 5; H: 1; I: 2%
CCOC(=O)c1ccc(NS(=O)(=O)c2cc3c(cc2C)NC(=O)CO3)cc1
  A: 30µM*; B: 0%; C: 19; D: 10%; E: 0%; F: -1.5; G: 3; H: -11; I: 4%
